TRPN1 ag = zebrafish TRPN1 (NompC) channel agonism; activation, % at 3 µM; HEK293 zebrafish TRPN1-YFP, Fluo-8 calcium fluorescence; 100% = response to 87 µM carbachol; actives 0.18% (n = 220,000);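 active = activation above its plate's cutoff, the mean activation of test wells on that plate plus 3 SD, cut at about 19% in these data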;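 also: 0% = DMSO alone and 100% = 87 µM carbachol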
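Material: zebrafish TRPN1-YFP in HEK293 cells. Doses: one dose of 3 µM, 0.3% DMSO. Incubation: dye 1 h 37 °C plus 30 min RT. Measured by: intracellular calcium fluorescence with Fluo-8.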
S1P4 antag = human S1P4 receptor antagonism; S1P4-expressing cells, antagonist mode, reporter read-out; inhibition, % at 4.98 µM; actives 0.26% (n = 220,000); AID 1510; in the data active = inhibition above about 29%;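 also: 0% = wells stimulated with agonist and 100% = vehicle wells without agonist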
Target sequence (O95977 whole entry, looked up): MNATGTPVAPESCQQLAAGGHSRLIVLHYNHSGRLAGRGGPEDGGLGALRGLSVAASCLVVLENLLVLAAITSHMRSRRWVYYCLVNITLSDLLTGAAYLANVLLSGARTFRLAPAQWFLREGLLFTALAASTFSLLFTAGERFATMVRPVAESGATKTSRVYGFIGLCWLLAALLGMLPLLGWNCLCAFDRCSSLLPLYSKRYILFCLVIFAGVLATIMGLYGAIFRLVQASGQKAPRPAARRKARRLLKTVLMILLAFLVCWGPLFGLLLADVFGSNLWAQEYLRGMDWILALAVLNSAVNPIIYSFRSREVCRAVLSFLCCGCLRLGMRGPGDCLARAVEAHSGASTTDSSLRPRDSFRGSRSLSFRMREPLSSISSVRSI
BaF3 parental = reduces parental Ba/F3 cell viability, JAK2V617F counter-screen | CellTiter-Glo ATP luminescence | inhibition, % at 5.6 µM | actives 1.1% (n = 220,000) | AID 1486;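 active = inhibition above a per-campaign cutoff, the mean inhibition of all tested compounds plus 3 SD, cut at about 27% in these data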;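 also: 0% = DMSO wells and 100% = JAK Inhibitor I control wells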
S1P4 ag = human S1P4 receptor agonism; O95977; S1P4-expressing cell line, agonist reporter assay; activation, % at 4.98 µM; actives 0.35% (n = 220,000); AID 1509; in the data active = activation above about 11%;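 also: 0% = DMSO vehicle and 100% = reference agonist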
Calpain2 inh = blocks pig calpain II enzyme activity | purified calpain II, fluorogenic peptide substrate, 30 min | actives 0.37% (n = 220,000) | AID 1236 | inhibition, % at 16 µM;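 active = inhibition above about 50%, limit read from the data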
EP2 modulator = modulates human prostaglandin E2 receptor EP2 signaling; EP2-expressing cells, cAMP HTRF FRET, PGE2 co-stimulation; actives 0.83% (n = 260,000); P43116; induction, % at 25 µM;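 active = compounds whose cAMP rise, as percent of the full-agonist control response, exceeds 60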;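 also: rat C6 glioma line stably carrying human EP2 under a CMV promoter; the protocol text gives 20 µM as final concentration; 100% = response of wells given 1 µM PGE2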
Target sequence (P43116 whole entry, looked up): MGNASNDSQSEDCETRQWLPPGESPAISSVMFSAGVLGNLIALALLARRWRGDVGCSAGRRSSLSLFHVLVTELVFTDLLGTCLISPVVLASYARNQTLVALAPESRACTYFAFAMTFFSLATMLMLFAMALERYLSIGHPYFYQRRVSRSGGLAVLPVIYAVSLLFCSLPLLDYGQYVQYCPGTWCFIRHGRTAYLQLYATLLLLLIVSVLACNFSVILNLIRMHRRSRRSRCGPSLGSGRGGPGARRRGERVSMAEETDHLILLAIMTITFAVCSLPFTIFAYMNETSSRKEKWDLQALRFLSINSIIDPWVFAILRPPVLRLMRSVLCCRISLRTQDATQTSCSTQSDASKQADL
PERK inhibitor = blocks human PERK kinase | Q9NZJ5 | CHO PERK-DD fusion, SEAP luminescence translation reporter | inhibition, % at 5.6 µM | actives 0.17% (n = 220,000) | AID 1416;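 active = inhibition above the mean inhibition of all tested compounds plus 3 SD, set separately per screening campaign, cut at about 2.9% in these data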;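 also: PERK kinase domain activated by AP20187 dimerizer at 100 nM; 0% = DMSO with dimerizer and 100% = rapamycin at 8.4 µM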
Ba/F3 V617F tox = lowers viability of Ba/F3 cells expressing EpoR and JAK2V617F. inhibition, % at 5.6 µM. AID 1446. ATP luminescence. actives 1.1% (n = 220,000);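 active = inhibition above the campaign mean plus 3 SD over all tested compounds, cut at about 24% in these data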;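 also: cytokine-independent growth of Ba/F3 cells driven by EpoR plus mutant JAK2; 0% = DMSO-treated cells and 100% = JAK inhibitor I control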
TRPML3 ag = human mucolipin-3 channel agonism; AID 1448; actives 0.29% (n = 220,000); HEK293 TRPML3-YFP, Fluo-8 calcium fluorescence; 100% = the carbachol control signal; Q8TDD5; activation, % at 3 µM;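 active = activation above its plate's cutoff, the mean activation of the plate's test wells plus 3 SD, cut at about 12% in these data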;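 also: 0% = DMSO only wells and 100% = carbachol wells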
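Test system: HEK293 cells stably carrying human TRPML3-YFP; Doses: single dose, 3 µM final nominal compound, 0.3% DMSO final; Schedule: dye loading 1 h 37 °C then 30 min ambient, 125 s read; Technique: Fluo-8 calcium fluorescence; Benchmarks: high control carbachol 87 µM, low control DMSO.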
An asterisk follows results filed as active; i = inactive; & = joins results of further samples.

SMILES	TRPN1 ag	S1P4 antag	BaF3 parental	S1P4 ag	Calpain2 inh	EP2 modulator	PERK inhibitor	Ba/F3 V617F tox	TRPML3 ag
COc1cccc(-c2ccc(C#N)c(SCC(=O)NCCc3ccc(Cl)cc3)n2)c1	1.3	-24	6	1.2	-8	22	1.8	-2	0.2
Cc1[nH]n(-c2cccc(Cl)c2)c(=O)c1C=NCc1ccco1	-0.9	9	7	0.2	-16	-60	0.8	1	0.5
O=C1C2C3c4ccccc4C(c4ccccc43)C2c2nc3ccccc3n21 (stereo not given)	-1.6	6	8	1.1	24	74*	-0.7	0	-0.3
Oc1c(C(Nc2nc3ccccc3s2)c2ccco2)ccc2cccnc12 (stereo not given)	0.8	8	7	-1.4	-49	-11	0.2	26*	0.0
Cc1cc(NC(=O)c2ccccc2NS(=O)(=O)c2c(C)c(C)cc(C)c2C)no1	-0.1	-1	3	0.5	-127	3	1.8	-5	1.0
CCN(CC)C(=O)Cn1cc(C(=O)C(=O)N2CCCc3ccccc32)c2ccccc21	-0.7	-9	3	0.3	-20	20	0.9	-1	0.2
Fc1ccc2c(c1)C(c1ccncc1)=NNC(c1cccnc1)=N2	-1.0	-7	0	1.0	5	-5	0.7	1	0.0
CCOCCCNCc1ccc(OCCC(C)C)c(OC)c1	0.8	5	5	1.1	10	-28	0.8	-1	0.9
CC(CNCC1CCCO1)COc1ccccc1 (stereo not given)	-0.9	-20	5	1.4	4	-1	-0.1	-2	0.6
CCc1ccc(-n2c(Cc3ccccc3)n[nH]c2=S)cc1	-0.5	-4	4	0.7	15	14	0.4	1	0.0
COc1ccc(/C(N)=N/OC(=O)c2ccc(OC)c([N+](=O)[O-])c2)cc1OC	0.4	-2	5	-0.1	14	-16	-0.5	3	0.8
CN1C(=O)CC(N2CCN(C(=O)CN3CCCC3)CC2)C1=O (stereo not given)	0.2	1	1	-0.2	-66	11	-0.2	-2	0.7

Part of the list above in order of length of the SMILES, ascending.
SMILES	TRPN1 ag	S1P4 antag	BaF3 parental	S1P4 ag	Calpain2 inh	EP2 modulator	PERK inhibitor	Ba/F3 V617F tox	TRPML3 ag
Oc1c(C(Nc2nc3ccccc3s2)c2ccco2)ccc2cccnc12 (stereo not given)	0.8	8	7	-1.4	-49	-11	0.2	26*	0.0
O=C1C2C3c4ccccc4C(c4ccccc43)C2c2nc3ccccc3n21 (stereo not given)	-1.6	6	8	1.1	24	74*	-0.7	0	-0.3
CCN(CC)C(=O)Cn1cc(C(=O)C(=O)N2CCCc3ccccc32)c2ccccc21	-0.7	-9	3	0.3	-20	20	0.9	-1	0.2

(more compounds)
SMILES	TRPN1 ag	S1P4 antag	BaF3 parental	S1P4 ag	Calpain2 inh	EP2 modulator	PERK inhibitor	Ba/F3 V617F tox	TRPML3 ag
Cc1cc(C)nc(SCC(=O)N2CCOCC2)n1	0.6	4	-1	1.1	-65	10	0.3	-5	1.0
COc1cc(C)c(NC(=O)C(=S)N2CCCC2)cc1C	-1.6	-3	2	0.4	3	15	0.6	-1	-0.3
COC(CNC(=O)c1cnn2c(C)c(Cc3ccccc3)c(C)nc12)OC	1.8	-5	6	-0.7	-272	-15	-0.2	4	0.6
O=C(NCC(c1cccs1)N1CCOCC1)c1ccccc1NS(=O)(=O)c1ccc(Cl)cc1 (stereo not given)	0.6	-20	8	1.0	14	15	-0.5	2	1.0
Cc1cccc2cc(CN(CCN(C)C)C(=S)Nc3ccccc3)c(=O)[nH]c12	0.1	-1	4	-0.3	-10	-10	-1.1	-1	0.5
CCCCc1ccc(-c2c(C#N)c(N)nc3c2CCCC3)s1	-1.3	-16	2	0.6	-229	12	1.0	-1	-0.2
CC(=O)Nc1ccc(NC(=O)C(C)OC(=O)c2ccc(C)s2)cc1 (stereo not given)	-2.3	3	0	-0.7	-8	-17	0.1	-5	0.0
C(=N\Nc1nc2ccccc2[nH]1)/C1CCCCC1	-0.1	-16	8	1.4	-26	-102	-0.1	-1	-1.0
O=C(CSc1nc(O)c(C2CCCCC2)c(=O)[nH]1)Nc1ccc(Cl)cc1	-1.6	-2	2	1.0	-22	-4&-49	0.5	1	0.1
S=C(c1ccccc1)N(c1ccccc1)c1ccccc1	-3.5	-14	5	-0.9	33	47	1.1	-5	-1.1
N#CC(C(=O)CCN1C(=O)C2CC=CCC2C1=O)c1nc2ccccc2[nH]1 (stereo not given)	1.6	-29	3	1.2	-21	3	-0.5	4	0.8
O=C(CN1CCOCC1)Nc1ncccn1	0.7	-11	2	-2.1	-18	6	0.4	-1	1.2
Nc1ccc(S(=O)(=O)C(F)(F)F)cc1N	3.4	-7	5	-1.2	-12	-32	-0.1	2	0.8
CCn1c(SCC(=O)N2c3ccccc3Sc3ccccc32)nnc1-c1ccco1	-0.3	-7	5	1.9	11	6	-0.9	1	-1.0
Fc1cc2[nH]c(=S)[nH]c2cc1Cl	0.7	2	1	-0.9	12	15	0.3	3	0.3
CCOC(=O)N1CCN(S(=O)(=O)c2ccc(C(=O)Nc3nc4c(s3)CC(C)CC4)cc2)CC1 (stereo not given)	1.4	0	1	2.8	-247	9	0.6	-1	1.1
Cc1ccsc1/C=C1\CCC(C2CCCC2)C1=O (stereo not given)	1.5	-9	11	0.9	18	21	-0.3	5	0.8
COc1ccccc1Cn1c(C(C)C)nc2ccccc21	-2.5	-1	-1	-0.6	-25	24	-0.8	-2	-1.2
O=C(O)c1cccc(NCc2ccncc2)c1	0.2	3	4	-1.2	2	1	0.1	0	0.8
CCOc1c(OC)cccc1C1CC(=O)Nc2cc(OC)c(OC)cc21 (stereo not given)	1.0	-14	0	0.4	36	40	-0.8	3	0.9
COc1ccc2c(c1)c(C(=O)CN1CCN(c3ccccc3)CC1)c(C)n2C	-2.8	-14	1	0.2	-22	-47	-0.5	0	-0.5
CN(C)CCCN1C(=O)c2oc3ccc(F)cc3c(=O)c2C1c1cccnc1 (stereo not given)	0.2	-3	-1	0.7	-14	17	-0.1	-4	0.0
O=C(NCc1cccs1)c1noc2c1CCCC2	0.1	-5	3	-1.2	-31	-1	0.3	-5	0.7
C/C(=N\O)c1ccccc1C(=O)O	1.4	-6	4	-1.8	-8	9	0.9	-2	0.8
COc1ccc(C2CC(c3ccccc3)=NN2C(=O)CSc2ncccn2)cc1 (stereo not given)	-0.7	-14	-5	-1.5	25	12	0.3	-1	0.5
Cc1nn(C)c(Oc2ccccc2)c1CCNC(=O)C(C)(C)C	0.3	-2	3	1.8	13	-22	2.2	0	0.6
Cc1ccsc1/C=N/NC(=S)NCc1ccccc1	-1.0	0	4	1.3	-7	-22	0.6	2	-1.1
Cn1nc(C(F)(F)F)c2cc(NC(=O)OCc3ccc(F)cc3)sc21	-2.3	-12	7	0.9	90*	-26	-0.4	1	-0.2
O=[N+]([O-])c1ccccc1/C=N/N1CCN(c2ccc(Cl)cc2)CC1	0.9	-11	3	-1.3	12	40	-0.8	6	0.0
CCN1CCN(c2nc(SC)nc3sc4c(c23)CC(C)(C)OC4)CC1	-0.4	0	9	10	-45	-27	-0.7	2	0.4
CCCn1c(NCc2cc(C)ccc2O)nc2ccccc21	-0.8	-1	2	1.5	25	6	-0.3	0	0.8
O=C(NCc1ccccn1)c1cccc(NS(=O)(=O)c2cccc(Cl)c2)c1	-0.3	-17	4	1.4	19	24	-0.5	3	0.4
CCNc1nc(NC(C)C)nc(NS(=O)(=O)c2ccc(N)cc2)n1	-1.1	-9	5	-1.6	-3	-5	-0.3	0	0.9
Cc1cc(C)cc(Oc2ccc(NC(=O)C3CC=CCC3C(=O)O)cc2)c1 (stereo not given)	-1.0	6	9	-0.9	-8	9	-0.4	5	0.6
CCO/N=C(/C)c1c(O)cc(-c2ccccc2)n(-c2ccccc2)c1=O	0.6	-2	2	1.2	12	11	0.8	-4	0.6
COc1ccc(C2C(C(=O)N3CCCC3)c3cc(OC)c(OC)cc3C(=O)N2C)cc1OC (stereo not given)	-0.3	-9	5	0.1	31	-2	-1.6	3	0.8
O=C(NCc1cccs1)c1cccc(Nc2nc3ccc(Br)cc3[nH]2)c1	0.5	-21	-2	-0.5	55*	-18	0.2	-1	-0.7
CCN1C(=O)S/C(=C/c2c(OCc3ccc(C(=O)O)cc3)ccc3ccccc23)C1=O	-2.3	-4	5	1.1	37	17	0.7	-2	-0.1
CCCn1nnnc1NCc1cc(Br)ccc1OC	-1.6	-6	2	3.1	-26	9&32	0.4	-2	0.2
Cc1ccc(/C=C2\Sc3ccccc3C2=O)s1	0.9	-5	3	0.3	10	11	2.1	-3	1.1
COc1nc(Oc2ccc(=O)[nH]n2)nc(N2CCOCC2)n1	-0.2	-16	2	0.3	17	17	-1.4	1	0.6
COc1cc(/C=C/C(=O)OCC(=O)NCc2ccco2)cc(OC)c1OC	-0.4	-11	5	0.2	-23	-24	1.1	-1	0.7
COC(=O)c1[nH]c(C)c(/C(O)=C2\C(=O)C(=O)N(CCN3CCOCC3)C2c2ccccc2OC)c1C (stereo not given)	1.0	2	8	2.6	10	7	0.0	2	1.6
COc1ccc(NC(=O)COc2nc(N(C)C)nc(N(C)C)n2)cc1	0.6	-13	6	1.2	5	-6	0.1	2	0.3
Clc1ccc(/C(Cc2nc3ccccc3[nH]2)=N\Nc2ccccc2)cc1	-0.5	10	6	1.1	2	-28	0.3	4	0.3
S=c1[nH]nc(-c2ccccn2)n1/N=C/c1ccc(Br)s1	0.5	-9	4	0.4	28	13	0.6	3	0.9
CCOC(=O)C1CCN(c2nc3ccccc3nc2C(C#N)C(=O)OCCOC)CC1 (stereo not given)	-0.8	-4	4	-1.8	-13	8	-1.8	-3	0.1
COC(=O)c1sc(SC)c(S(=O)(=O)C(C)C)c1N/N=C(\C#N)C(=O)c1ccccc1	1.1	-5	1	2.1	13	-15	-0.4	-3	0.8
Cc1ccc(OCCCC(=O)Nc2nncs2)cc1	-0.5	-8	11	0.6	-32	27&-7	0.6	-3	0.2
CSc1nsc(SCC(=O)Nc2ccccn2)n1	-0.4	-2	9	1.0	-16	-2	0.9	3	-0.1
Cn1c(Sc2nc3ccccc3n2C)nc2ccccc21	1.2	-4	5	0.0	-29	-21	0.5	2	0.6
CCOP(=O)(OCC)C(Nc1cccc(C)c1)c1ccc(F)cc1 (stereo not given)	-0.1	-2	4	-0.7	16	32	0.2	-3	-1.2
CCOC(=O)c1ccccc1-n1c(C)cc(C2N=C(N)Nc3nc4ccccc4n32)c1C (stereo not given)	-0.3	-19	3	0.9	-217	1	-1.6	4	-0.1
CCOC(=O)c1sc(=NC(=O)CCSc2ccccc2)n(C)c1C	-1.2	15	-2	-0.3	34	-1	0.3	-4	-0.5
CCOc1ccccc1NC(=O)c1ccc(F)c(S(=O)(=O)N2CCC3(CC2)OCCO3)c1	1.3	-10	5	0.8	-21	10	-2.0	3	0.7
COc1cc2[nH]c(=S)n(CCN3CCCCC3C)c(=O)c2cc1OC (stereo not given)	-1.3	-11	1	-1.0	-26	1	-0.1	-6	0.5
CC1(C)CC(=O)C(=Cc2cn(CCC#N)nc2-c2ccc(Cl)cc2)C(=O)C1	-1.2	-16	4	1.3	12	-67	0.1	1	0.1
Cc1cc(C)c(S(=O)(=O)N2CCOCC2)cc1C	-0.5	19	12	-2.3	13	-11	1.8	5	0.6
CCc1c(C)c2ccc(O)c(CN(C)C)c2oc1=O	-0.3	1	4	2.1	i	13	0.2	-1	0.7
Cc1cccc(C(O)(C(=O)NNc2ccc3ccccc3n2)c2cccc(C)c2)c1	0.2	3	4	-0.3	15	23	0.1	4	-0.3

High-throughput results: PubChem, several laboratories
